# Screening data (PubChem BioAssay)
# miR122 inh: inhibitors of miR-122 in Huh7 cells; activation (reporter increase), % at 12.5 µM; Huh7 miR-122 Renilla luciferase sensor, 48 h; neutral wells = 0, positive control = 100; AID 602342; 340,000 tested, 0.3% active;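 active = mean replicate activation score at least 90 and every replicate individually at or above 90; inconclusive = only one of the two criteria met; inactive = neither criterion met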;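 also: higher luciferase means less miR-122 activity so hits act as miR-122 inhibitors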
# E-selectin induc: E-selectin induction on HUVECs; activation, % at 7.58 µM; HUVEC E-selectin immunofluorescence imaging; normalized: neutral wells 0, TNF-alpha wells 100; AID 686992; P16581; 260,000 tested, 0.37% active;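 active = mean E-selectin-positive cell signal at least 10% of the positive control, reached in at least 60% of replicates, without over 20% cell loss; inconclusive = no rule given, readout overlaps actives, possibly toxicity-flagged; inactive = the rest, including those meeting only one limit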;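 also: in these data hits start at about 27%; measured in HUVEC primary endothelial cells; signal is the percent of cells scored E-selectin positive by PE staining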
#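 Assay system: HUVEC primary endothelial cells. Input: 3,000 HUVEC seeded per well. Doses: one compound dose added by pin transfer. Read-out basis: % PE-positive cells. Benchmarks: TNF-alpha high, DMSO low. Detection: immunofluorescence imaging. Buffer or medium: EGM-2, gelatin.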
# RAD52 anneal inh: inhibitors of human RAD52 DNA annealing; recombinant RAD52 DNA annealing, FRET fluorescence; P43351; inhibition, % at 18.7 µM; 360,000 tested, 0.46% active;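 active = every replicate showing at least 50% inhibition; inconclusive = mean inhibition at least 50% but not in every replicate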
# PGC1a acetyl inh: lowers PGC1a acetylation signal in U2OS cells; AlphaScreen anti-acetyl-lysine; with virally co-expressed GCN5 acetyltransferase; inhibition, % at 15.6 µM; 350,000 tested, 0.17% active;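 active = every replicate shows inhibition of at least 40%; inconclusive = mean inhibition at least 40% but some replicate below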;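 also: 0% = neutral control wells and 100% = positive control wells; some results beyond the cut were filed as inactive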
# ERAP1 inh: inhibitors of human ERAP1 aminopeptidase | recombinant ERAP1, Leu-AMC fluorescence, 60 min | inhibition, % at 10.7 µM | 340,000 tested, 0.15% active | AID 652197;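 active = mean replicate inhibition of at least 30%, or all replicates individually reaching that 30% level; inactive = mean below 30% and not every replicate reaching it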;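 also: 0% = neutral control wells and 100% = L-leucinethiol positive control wells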
# PglD inh: PglD (C. jejuni) enzyme inhibition. purified PglD enzyme, DTNB colorimetric CoA detection. inhibition, % at 12.5 µM. 360,000 tested, 0.098% active; in the data active = inhibition above about 16%, passing the limit was not always enough; inconclusive = no clear call, values can overlap the other calls; also: strong numbers were not always called active
# Cneo AK release: causes C. neoformans cell lysis; adenylate kinase release luminescence, 4 h; normalised: neutral wells 0, clomiphene wells 100; lysis activity, % at 15 µM; 360,000 tested, 0.2% active; AID 651654;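 active = mean lysis activity across replicates of at least 80%, whatever share of replicates individually reach that level; inactive = mean lysis activity below 80%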
#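 Schedule: static 4 h at 37 °C with compound, 1 h detection; system: C. neoformans cells; benchmarks: Clomiphene as positive control; buffer or medium: fresh YPD medium; measure: luminescence rise reflecting yeast cell lysis; measured by: luminescent adenylate kinase detection reagent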
# RAD54 branch: RAD54 (human) branch migration inhibition. Q92698. inhibition, % at 10.4 µM. RAD54 Holliday junction branch migration, FAM/BHQ fluorescence. 360,000 tested, 0.14% active;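 active = mean normalized replicate activity at least 40 and at least half of replicates scoring 40 or more; inconclusive = only one of the two criteria met; inactive = mean below 40 and under half of replicates reaching 40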;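 also: 0% = median of neutral control wells and 100% = median of positive control wells; inhibitors cause a drop in the FAM fluorescence signal; in these data hits start at about 50%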
# Target sequence (Q92698 whole entry, looked up): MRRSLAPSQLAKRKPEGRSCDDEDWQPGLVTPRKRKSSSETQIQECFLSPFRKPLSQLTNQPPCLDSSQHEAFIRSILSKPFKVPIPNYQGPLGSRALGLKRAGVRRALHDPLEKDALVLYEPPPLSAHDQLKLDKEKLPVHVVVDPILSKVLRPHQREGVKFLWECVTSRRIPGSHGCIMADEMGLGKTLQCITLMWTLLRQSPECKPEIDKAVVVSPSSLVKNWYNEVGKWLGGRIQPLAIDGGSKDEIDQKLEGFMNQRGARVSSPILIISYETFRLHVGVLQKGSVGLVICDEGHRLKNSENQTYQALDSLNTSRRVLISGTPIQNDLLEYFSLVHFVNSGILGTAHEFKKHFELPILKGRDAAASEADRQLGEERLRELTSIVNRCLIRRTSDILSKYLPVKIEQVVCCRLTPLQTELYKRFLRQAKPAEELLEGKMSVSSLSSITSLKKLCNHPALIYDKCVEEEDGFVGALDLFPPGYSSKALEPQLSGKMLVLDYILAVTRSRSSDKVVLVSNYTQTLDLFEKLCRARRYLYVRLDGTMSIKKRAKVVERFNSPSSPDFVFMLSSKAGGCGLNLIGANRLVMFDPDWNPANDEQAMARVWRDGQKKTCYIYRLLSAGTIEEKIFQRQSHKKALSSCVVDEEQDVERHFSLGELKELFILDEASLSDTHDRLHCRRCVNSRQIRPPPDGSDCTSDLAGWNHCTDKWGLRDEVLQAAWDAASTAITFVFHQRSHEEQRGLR
# An asterisk follows results filed as active; ? = inconclusive; nt = no result given; [ ] = another dose, or the depositor's remark.
No. | mol | miR122 inh | E-selectin induc | RAD52 anneal inh | PGC1a acetyl inh | ERAP1 inh | PglD inh | Cneo AK release | RAD54 branch
1 | CCN(CC)S(=O)(=O)c1ccc(NC(=O)COC(=O)CNC(=O)C2CCCCC2)cc1 | -5 | -0.2 | -9 | -2 | 4 | -3 | 3 | -2
2 | CC(=O)Nc1ccc(S(=O)(=O)Nc2cc(Cl)ccc2N2CCOCC2)cc1 | -5 | nt | -25 | 10 | 5 | -7 | 2 | -10
3 | COc1ccccc1N1C(=O)C2CC=CC(C)C2C1=O (stereo not given) | -1 | nt | nt | 10 | nt | 3 | -1 | -1
4 | O=C(CCN1C(=O)[C@@H]2Cc3ccccc3CN2C1=O)N[C@@H](Cc1ccccc1)C(=O)O | -2 | nt | -8 | 14 | 3 | -1 | -1 | -11
5 | O=C(c1ccccc1)N1CC[C@H]2[C@H](CO)Nc3ccc(C#Cc4cccnc4)cc3[C@H]21 | 1[16.7 µM] | 0.3 | -35 | -10 | -2 | 3 | -7 | 0
6 | CC(C)=CCc1c(O)c(CC=C(C)C)c2occ(-c3ccc(O)cc3)c(=O)c2c1O | 3 | nt | -49 | -20 | -1 | 0 | 0 | 2
7 | O=C(Nc1c(C(=O)N2CCOCC2)cnn1-c1ccccc1)c1ccccc1 | -3 | nt | nt | 6 | nt | 0 | -1 | -2
8 | Cc1cc(C(=O)Nc2ccc3c(c2)C(=O)N(C)[C@@H]2CC[C@@H](CC(=O)NC4CCCC4)O[C@@H]2CO3)no1 | -2[16.7 µM] | 0.1 | -2 | 1 | 1 | 4 | 1 | 4
9 | O=C(COCc1cc(-c2ccc3c(c2)OCO3)on1)N1CCN(c2cccc(C(F)(F)F)c2)CC1 | nt | nt | -72 | nt | -4 | -3 | -1 | -3
10 | CCc1nnc(NC(=O)C2CCCN2C(=O)Nc2ccccc2OC)s1 (stereo not given) | -8 | nt | nt | nt | nt | 3 | 5 | -3
11 | Cc1ccc(S(=O)(=O)n2cc(C=O)c3ccccc32)cc1 | 6 | nt | -2 | 7 | 1 | nt | nt | nt
12 | O=C(c1cccnc1)N1CC2(C1)[C@H](c1ccccc1)[C@H](CO)N2C(=O)CC1CC1 | nt | 0.1 | -16 | 5 | 0 | nt | nt | nt
13 | COC(=O)[C@H](CCSC)NC(=O)NCc1cccs1 | nt | nt | nt | 5 | nt | 0 | -3 | 3
14 | CCOC(=O)N(C)C[C@H]1OCc2ccccc2-c2ccccc2C(=O)N([C@@H](C)CO)C[C@@H]1C | nt | -0.3 | -1 | 1 | 2 | 1 | -1 | 0
15 | COc1ccc(C(=O)COC(=O)C(C(C)C)N2C(=O)C3C4C=CC(C4)C3C2=O)cc1 (stereo not given) | -6 | nt | nt | 13 | nt | 1 | -2 | 2
16 | COc1ccc(S(=O)(=O)N[C@@H]2CC[C@H](CC(=O)NCCc3ccccc3)O[C@H]2CO)cc1 | nt | -0.3 | -1 | 2 | 6 | 3 | 0 | 7
17 | Cc1ccc2nc(SCC(=O)N3CCC(C)CC3)nc(=O)n2c1 | nt | 1.1 | -2 | 2 | 0 | -3 | -4 | 8
18 | O=C(CNC(=O)c1cccc(OC(F)F)c1)OCc1cc(=O)n2cc(Br)ccc2n1 | 5 | nt | nt | nt | nt | 1 | 2 | -15
19 | Cc1ccc(CN2CCN(/N=C/c3cc(Br)ccc3F)CC2)cc1 | nt | 0.0 | -9 | nt | 0 | -3 | 1 | -3
20 | COc1ccc(-c2ccc([C@H]3[C@H](CO)N4C(=O)CN(C(=O)c5ccccc5)C[C@@H]34)cc2)cc1 | nt | 0.3 | 3 | 3 | 2 | nt | nt | nt
21 | CCCNC(=O)N1[C@H](CO)[C@@H](c2ccccc2)[C@@H]1CNC(=O)c1ccccc1 | -24[16.7 µM] | 2.4 | -3 | 1 | -2 | -2 | 1 | 3
22 | COCCNC(=O)c1ccccc1NC(=O)c1ccc(Cl)c(S(=O)(=O)Nc2ccc(C)cc2C)c1 | ? | nt | nt | 3 | nt | -4 | -2 | 6
23 | O=C(CN(c1ccccc1)S(=O)(=O)c1ccccc1)NCCSCc1ccco1 | 3 | nt | nt | -10 | nt | 6 | 0 | 14
24 | CCCCCn1c(CN2CCN(C(=O)OCC)CC2)nc2c1c(=O)n(C)c(=O)n2C | -3 | nt | -21 | -7 | -3 | 0 | 1 | 3
25 | C[C@H]1CN([C@@H](C)CO)C(=O)Cc2cc(NS(C)(=O)=O)ccc2O[C@@H]1CN(C)Cc1ccc(Oc2ccccc2)cc1 | -3[16.7 µM] | 169* | 7 | 6 | -3 | -2 | 0 | -13
26 | O=C(COC(=O)C1(c2ccc(F)cc2)CCCC1)N1CCOCC1 | -5 | nt | nt | 9 | nt | 0 | 1 | -9
27 | O=C(NN=Cc1ccccc1Cl)c1ccc(-n2cnnn2)cc1 | -2 | nt | -5 | -1 | -2 | 4 | -1 | 10
28 | COc1cc(NC(=O)COc2ccccc2Cl)ccc1NC(=O)c1cccs1 | -8 | nt | -5 | nt | -1 | 0 | 2 | 5
29 | CCCCn1c(CNC(=O)c2cccs2)nc2ccccc21 | 5 | 1.2 | -3 | -8 | 0 | 1 | 4 | 0
30 | CCc1nc2c(OCc3cc(Cl)cc(Cl)c3)cccn2c1N(C)C(=O)c1ccccc1F | -3 | 0.1 | -57 | -14 | -1 | 1 | 3 | 1
31 | CCCNC(=O)[C@H]1[C@H](CO)[C@H]2Cn3c(ccc(-c4ccccc4F)c3=O)[C@H]2N1C(=O)CC | -5[16.7 µM] | -1.4 | 6 | nt | 0 | -1 | 6 | -38
32 | Nc1ccc[n+](Cc2ccccn2)c1 | -1 | nt | nt | 3 | nt | 3 | 2 | 3
33 | CO[C@H]1CN(C)C(=O)c2ccc(NS(=O)(=O)CC(F)(F)F)cc2OC[C@@H](C)N(Cc2nccs2)C[C@H]1C | nt | -0.1 | -5 | -12 | 3 | -3 | -1 | -10
34 | Cn1nc(C(=O)OCCN2C(=O)c3ccccc3C2=O)c2ccccc2c1=O | -5 | nt | nt | -3 | nt | -7 | 1 | -6
35 | Cc1ccc(O)c(C(=O)c2cc(C#N)c(=O)n(-c3c(C)n(C)n(-c4ccccc4)c3=O)c2)c1 | 0 | nt | nt | -9 | nt | 2 | -2 | -14
36 | COc1ccc(C(=O)Nc2ccc(NC(=O)CSc3nnc(-c4ccncc4)n3C)cc2)cc1 | nt | 0.5 | -4 | nt | 2 | 4 | 1 | -2
37 | Cc1ccc(S(=O)(=O)N2CCN(C(=O)CSc3nccn3C)CC2)cc1 | nt | nt | -13 | -1 | -2 | 2 | 0 | 0
38 | On1c(-c2ccccc2)nc2ncccc21 | 0 | 1.5 | -17 | 0 | -2 | -7 | -1 | -8
39 | COC(=O)c1cc2ccsc2n1CC(=O)NCC1CCCO1 (stereo not given) | nt | nt | -7 | 6 | -2 | -2 | 0 | -3
40 | Cc1ccc2nc3n(c(=O)c2c1)-c1cc2ccccc2cc1C(=O)NC3Cc1ccc(O)cc1 (stereo not given) | 5 | 0.6 | -6 | -2 | 9 | -5 | 1 | 3
41 | COC(=O)c1c(NC(=O)CSc2ncn[nH]2)sc(C)c1C | -12 | -0.3 | -28 | -1 | 2 | 5 | 0 | -8
42 | COCCNC(=O)C[C@H]1CC[C@H]2[C@@H](COc3ccc(NC(=O)C4CCCC4)cc3C(=O)N2C)O1 | 2[16.7 µM] | 0.0 | -6 | -1 | 2 | -1 | 0 | 11
43 | CO[C@H]1CN(C)C(=O)c2ccc(NS(=O)(=O)c3ccccc3)cc2OC[C@@H](C)N(C(=O)NC(C)C)C[C@H]1C | 0[16.7 µM] | 2.2 | 7 | -1 | 1 | -2 | 5 | -6
44 | S=c1[nH]nc(-c2ccco2)n1/N=C/c1ccc(Cl)cc1Cl | -2 | nt | -1 | 5 | 5 | 3 | nt | 0
45 | CCCN1Cc2cccc(C(N)=O)c2C1=O | 6 | nt | nt | 6 | nt | -2 | 10 | -2
46 | O=C(NCc1ccccn1)c1cn(CCc2ccccc2)nn1 | 4 | nt | nt | 4 | nt | -1 | 1 | -10
47 | Cc1ccc(S(=O)(=O)N(C)C[C@@H]2Oc3ncc(C#CC(C)(C)O)cc3C(=O)N([C@H](C)CO)C[C@@H]2C)cc1 | -1[16.7 µM] | 0.2 | 5 | -12 | -1 | 2 | 1 | -7
48 | COc1ccc(S(=O)(=O)NNC(=O)c2csc(-n3nc(C)cc3C(F)(F)F)n2)cc1 | 8 | nt | nt | ? | nt | 3 | 0 | 5
49 | COc1ccc(C(=O)N/N=C(\C)CC(=O)Nc2ccccn2)cc1OC | -2 | nt | 4 | nt | -4 | -8 | 2 | -12
50 | CCCC(=O)C1=C(O)C(C(=O)OC)C(C)(C)CC1=Nc1ccncc1 (stereo not given) | -3 | nt | nt | 5 | nt | -145 | 1 | -6
51 | CC(C(=O)Nc1ccccc1C(=O)N1CCOCC1)N(c1ccccc1)S(C)(=O)=O (stereo not given) | 1 | nt | nt | 6 | nt | -1 | 0 | -8
52 | CC1CN(C(=O)c2cc3cc(F)ccc3[nH]2)CC(C)O1 (stereo not given) | 6 | 0.0 | -6 | 3 | 0 | -6 | 7 | 0
53 | O=C(NCc1ccc(C(F)(F)F)cc1)C1CC(c2c(Cl)cccc2Cl)=NO1 (stereo not given) | -4 | 0.0 | -15 | 6 | -3 | 3 | 6 | -2
54 | Cc1nc2ccc(NC(=O)c3ccc(Cl)c([N+](=O)[O-])c3)cc2s1 | -6 | 0.5 | 5 | nt | 0 | -8 | -3 | -3
55 | COc1ccc(NC(=O)N(C)C[C@H]2OCCCC[C@@H](C)Oc3ccc(NC(=O)c4ccncc4)cc3C(=O)N([C@@H](C)CO)C[C@@H]2C)cc1 | 4[16.7 µM] | -0.1 | nt | 0 | nt | 5 | -6 | -11
56 | Cc1ccc(S(=O)(=O)N(C)C[C@@H]2Oc3ccc(NC(=O)NC(C)C)cc3CC(=O)N([C@@H](C)CO)C[C@H]2C)cc1 | -2[16.7 µM] | -0.2 | 3 | 4 | 3 | 0 | 0 | -12

# More compounds follow.
No. | mol | miR122 inh | E-selectin induc | RAD52 anneal inh | PGC1a acetyl inh | ERAP1 inh | PglD inh | Cneo AK release | RAD54 branch
57 | C[C@@H]1CN([C@@H](C)CO)S(=O)(=O)c2ccc(C#CC3CC3)cc2O[C@@H]1CN(C)C(=O)c1cnccn1 | -20[16.7 µM] | -0.3 | -2 | -4 | 4 | -2 | 4 | -2
58 | COc1ccc(CN2CCCC(C(=O)Nc3cccc(-n4cccn4)c3)C2)cc1 (stereo not given) | -3 | nt | -41 | -6 | -1 | 3 | 1 | 3
59 | C[C@@H]1CN([C@H](C)CO)C(=O)c2cc(-c3ccccc3)cnc2O[C@H]1CN(C)C(=O)Nc1ccccc1 | -6[16.7 µM] | -4.3 | nt | 0 | nt | -5 | -1 | -1
60 | C[C@H]1CN([C@@H](C)CO)C(=O)c2cccc(NC(=O)Nc3ccc4c(c3)OCO4)c2O[C@H]1CN(C)Cc1ccc(C(=O)O)cc1 | -3[16.7 µM] | -3.3 | 6 | 2 | 0 | 3 | -1 | 5
61 | COc1cc(NC(=O)c2ccc(OC)c([N+](=O)[O-])c2)ccc1NC(=O)c1ccco1 | nt | -0.2 | -7 | -8 | 1 | -5 | 1 | 5
